Source: PubChem (several laboratories)
GPR35 arrestin U2OS: GPR35 antagonists blocking zaprinast-driven arrestin recruitment, primary screen, imaging, U2OS, beta-arrestin-GFP, zaprinast agonist (AID 2058) | U2OS GPR35 beta-arrestin-GFP translocation imaging, zaprinast antagonism; higher % means a stronger effect | inhibition, % at 10 µM; hits with a dose series show IC50 in µM | 290,000 tested, 0.052% active;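 active means inhibition of at least 50% with at least 30 cells and total cytoplasm GFP at most 10,000,000; inconclusive means under 30 cells or total GFP of 10,000,000 plus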
Hep lipid drop: modulators of hepatic lipid droplet formation | AML12 mouse hepatocytes, oleate lipid droplets, BODIPY imaging | inhibition, % at 6.5 µM | AID 1656 | 240,000 tested, 0.4% active;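 active means lipid droplet intensity inhibited by at least 50%, with more than 500 cells counted; inconclusive means wells with under 300 cells, treated as cytotoxic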
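Assay system: AML12 mouse liver cells | Compound dosing: One dose, 6.5 µM compound | Read-out basis: Droplet intensity reduction, % inhibition | Measured by: Fluorescence imaging, 20x objective, two fields per well | Schedule: Overnight treatment with compound plus oleate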
GPR55 antagonists: GPR55 antagonists blocking LPI-driven arrestin recruitment, primary screen, imaging, U2OS, beta-arrestin-GFP, LPI agonist (AID 2013); inhibition, % at 10 µM; hits with a dose series show IC50 in µM; 290,000 tested, 0.13% active; U2OS GPR55 beta-arrestin-GFP translocation imaging, LPI antagonism; higher % means a stronger effect;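 active means spots per cell inhibited over 60%, with over 100 cells counted and total cytoplasm intensity under 500,000; inconclusive means wells with under 100 cells, flagged as likely toxic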;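 further: U2OS cells stably carrying GPR55 and arrestin-GFP stimulated by 5 µM LPI near EC80; imaged beta-arrestin-GFP aggregate spots per cell after agonist stimulation; plate controls were LPI-stimulated DMSO wells for no effect and DMSO wells without LPI for full effect; some results filed as inactive read as strong as hits; confirmed hits need IC50 under 10 µM and bright autofluorescent wells are also inconclusive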
SV40 large T antigen: SV40 large T antigen inhibitors, biochemical (AID 1903). SV40 large T antigen ATPase/helicase inhibition assay; higher % means a stronger effect. inhibition, % at 20 µM, or IC50 in µM where a hit was titrated. 310,000 tested, 0.39% active; in the data active means a potency from the dose series; inconclusive means inhibition mostly from about 32% at the one dose, without a potency; inactive means the rest, 99 in 100 with inhibition below about 32%; further: strong numbers were not always called active
T cell modulator: modulates CD8 T cell binding to vesicles; 330,000 tested, 0.068% active; 2C CD8+ T cell-vesicle binding, flow cytometry; active compounds read low; calls only at 7 µM;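 active means response, share of CD8 T cells binding vesicles, and their 90th percentile fluorescence all below set limits, cut at about 80% in these data, passing the limit was not always enough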
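incubation = binding step 1.5 h, 37 °C, antibody labelling 20 min, ice | test system = 2C mouse CD8+ T cells | read-out basis = percent CD8+ FL2 mean versus row control | controls = Peptide-free naked vesicles (low) and QL9 vesicles with 0.7% DMSO vehicle (high) | detection = flow cytometry of vesicle-bound cells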
LYP inhibition: inhibitors of LYP phosphatase, biochemical, fluorescence intensity, uHTS (AID 1779) | recombinant LYP phosphatase, fluorescence intensity; higher % means a stronger effect | one-dose inhibition, % at 11.5 µM; IC50 in µM for titrated hits | 290,000 tested, 0.054% active; in the data active means inhibition above about 50%;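 further: plate controls were vehicle with enzyme for no effect and no enzyme for full effect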
GPR55 beta-arrestin: GPR55 agonists via beta-arrestin recruitment, primary screen, imaging, U2OS cells, beta-arrestin-GFP redistribution (AID 1961) | U2OS GPR55 beta-arrestin-GFP redistribution imaging; higher % means a stronger effect | one-dose activation, % at 10 µM; EC50 in µM for titrated hits | 290,000 tested, 0.048% active;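 active means activation above 40% with more than 50 cells counted in the well; inconclusive means wells holding fewer than 50 cells, flagged as toxic or sparse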;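 further: U2OS osteosarcoma cells stably expressing GPR55 and beta-arrestin-GFP; plate controls were DMSO negative control for no effect and LPI positive control for full effect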
NTR1 agonist: agonists of NTR1, primary screen, imaging, U2OS cells, beta-arrestin-GFP, high content (AID 493036); NTR1-U2OS beta-arrestin-GFP spot imaging, agonist mode; activation, % at 20 µM; 330,000 tested, 0.17% active;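 active means activation at or above 40% of the spot to cytoplasm intensity ratio, with at least 20 cells analyzed; inconclusive means wells under 20 cells, flagged as cytotoxic or low count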;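 further: 0% = DMSO without peptide and 100% = 100 nM NTR1 peptide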
Target sequence (P30989 whole entry, looked up): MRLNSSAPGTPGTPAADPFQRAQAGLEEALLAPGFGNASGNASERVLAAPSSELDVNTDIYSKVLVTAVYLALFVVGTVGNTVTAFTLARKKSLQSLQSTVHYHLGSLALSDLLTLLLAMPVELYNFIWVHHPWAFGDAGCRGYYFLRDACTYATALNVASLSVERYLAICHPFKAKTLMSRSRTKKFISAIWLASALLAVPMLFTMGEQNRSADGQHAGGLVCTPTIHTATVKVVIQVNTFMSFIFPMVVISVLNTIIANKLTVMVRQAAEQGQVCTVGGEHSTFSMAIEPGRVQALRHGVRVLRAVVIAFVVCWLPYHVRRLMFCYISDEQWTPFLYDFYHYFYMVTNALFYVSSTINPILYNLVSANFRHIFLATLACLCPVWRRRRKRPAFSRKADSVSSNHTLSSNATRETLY
MgcRacGAP inhibition: MgcRacGAP GTPase-activating activity inhibitors, confirmation, biochemical, ADP Hunter fluorescence | MgcRacGAP-stimulated Rac1 GTP hydrolysis, ADP Hunter fluorescence; higher % means a stronger effect; GST-tagged Rac1 F28L mutant substrate | AID 624330 | 340,000 tested, 0.6% active | one-dose inhibition, % at 30 µM; IC50 in µM for titrated hits;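 active means first-screen hits whose inhibition reached a set limit at any dose in the follow-up dose series; inconclusive means inhibition above the set first-screen limit but never retested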;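 further: fluorescence reports GDP produced by GAP-driven GTP hydrolysis; strong numbers were not always called active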
Hep lipid drop cells 6.5 µM: second read-out of Hep lipid drop, no call of its own (marks repeat the call); cell count; measured here: cell count, cytotoxicity flag;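 cells counted across two imaged fields per well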
T cell modulator vesicle-bound %: also measured in T cell modulator; calls as there; double positive events, %; measured here: CD8+ vesicle-bound cell fraction;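 binding gate set so that unloaded-vesicle control wells show 10% double positive cells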
NTR1 agonist cell count 20 µM: recorded beside NTR1 agonist, whose call it bears; cell count; measured here: cell count, cytotoxicity flag
* marks the source's active call; other numbers are inactive results; i = inactive; ? = inconclusive; nt = no result given.

SMILES	GPR35 arrestin U2OS	Hep lipid drop	Hep lipid drop cells 6.5 µM	GPR55 antagonists	SV40 large T antigen	T cell modulator	T cell modulator vesicle-bound %	LYP inhibition	GPR55 beta-arrestin	NTR1 agonist	NTR1 agonist cell count 20 µM	MgcRacGAP inhibition
CCOc1ccccc1NC(=O)CN1CCC(C(=O)c2ccc(OC)cc2)CC1	7%	3	787	12%	2%	i	46	-6%	0.2%	0.3	52	3%
CCOc1cc(/C=C(\C#N)C(=O)Nc2cccc(C(=O)O)c2)cc(Br)c1OC(=O)c1ccc(OC)cc1	-2%	-6	804	3%	23%	i	49	-3%	1.0%	38	39	-6%
COc1cccc(NC(=O)CCNS(=O)(=O)c2cccc3nonc23)c1	-8%	-2	799	8%	6%	i	16	-2%	0.0%	0.6	53	-2%
COCCn1c(Cc2ccccc2)nnc1SCC(=O)Nc1cc(C)on1	12%	12	617	5%	4%	i	17	-7%	-0.4%	1.9	80	-3%
COc1ccc(N2C(=S)NC3CS(=O)(=O)CC32)cc1 (stereo not given)	22%	-3	735	-6%	8%	i	22	-4%	0.3%	0.4	42	15%
COc1ccc(/C=C/C(=O)OCC(=O)NCCC2=CCCCC2)cc1S(=O)(=O)N1CCOCC1	0%	8	687	6%	7%	i	34	3%	0.2%	2.8	57	10%
CC(C)C(=O)NNC(=O)CN1CCN(c2nc(-c3ccccc3)cs2)CC1	-1%	-3	685	15%	27%	i	36	-6%	0.4%	0.0	59	11%
Cc1ccccc1-n1c(SCC(=O)Nc2c(C)cccc2C)nc(O)cc1=O	6%	-2	808	-12%	1%	i	28	-3%	0.7%	0.6	55	3%
COc1ccc(Cl)cc1NC(=S)N(Cc1ccc(C(=O)O)cc1)Cc1ccc(OC)c(OC)c1	-2%	-4	682	10%	22%	i	28	-3%	0.2%	-0.7	44	7%
CCOC(=O)c1ccc(-n2ncc(C(=O)OCC)c2N)cc1	-1%	6	689	1%	-5%	i	60	-4%	-0.2%	-0.7	69	2%
O=C(O)C[C@H]1c2cc(F)ccc2S(=O)(=O)N1C1CCCCC1	nt	nt	nt	nt	12%	i	20	nt	nt	-0.1	43	10%
Cc1cccc(N2CCN(C(=O)c3ccccc3NC(=O)C3CCCCC3C(=O)O)CC2)c1 (stereo not given)	-6%	8	633	9%	-1%	i	42	-5%	-0.3%	-1.3	80	7%
COc1cc2c(cc1NC(=O)CN1CCN(S(=O)(=O)c3ccccc3F)CC1)oc1ccccc12	12%	0	803	-8%	-20%	i	15	-8%	-0.1%	1.2	66	8%
CC(=O)NC(=S)Nc1cc(C(=O)O)ccc1Cl	-6%	-9	709	8%	24%	i	46	-2%	0.0%	1.8	38	5%
O=Cc1ccccc1-n1cncn1	-9%	18	652	20%	5%	i	15	-9%	-0.1%	-2.0	75	5%
COc1ccc(NC(=O)CN(C)C(=O)/C=C/c2cn(-c3ccccc3)nc2-c2ccc(F)cc2)cc1	nt	nt	nt	nt	7%	i	60	nt	nt	3.1	47	2%
N#CCSCC(=O)Nc1ccccc1	12%	9	756	3%	5%	i	38	-2%	0.0%	-1.2	60	4%
COc1ccc(CSCCN)cc1Cl	12%	6	655	8%	-7%	i	21	3%	0.2%	1.4	56	-5%
Cc1cccc(NC(=O)NNC(=O)CCc2ccccc2)c1	0%	-2	839	9%	21%	i	27	-6%	0.2%	0.9	65	3%
CCN(c1ccccc1)S(=O)(=O)c1ccc(OCc2c(C)noc2C)cc1	-16%	0	761	4%	19%	i	18	5%	-0.2%	-1.0	54	12%
COc1ccccc1/C=C/CN1CCCC(CO)(Cc2cccc(Cl)c2)C1 (stereo not given)	-8%	-28	605	15%	6%	i	11	-6%	0.2%	13	67	5%
Cc1ccc2sc(N(CCN(C)C)C(=O)c3ccc(S(=O)(=O)N4CC(C)OC(C)C4)cc3)nc2c1C (stereo not given)	-4%	-4	778	9%	-7%	i	61	-8%	0.2%	0.3	52	8%
CCn1c(SCC(=O)c2cc(OC)ccc2OC)nc2c1c(=O)n(C)c(=O)n2C	2%	-6	781	15%	nt	nt	nt	-8%	-0.1%	nt	nt	nt
CCC(C)NC(=O)C1CCN(S(=O)(=O)N2CCCC2)CC1 (stereo not given)	-2%	2	738	12%	2%	i	32	-14%	0.6%	-1.3	40	2%
Fc1cccc(Cc2noc(CN3CCC(c4ccncc4)CC3)n2)c1	-12%	-24	637	-4%	2%	i	58	-4%	-0.2%	-1.7	68	7%
O=C(COc1ccc(Br)cc1)NNC(=S)NC(=O)c1ccccc1[N+](=O)[O-]	6%	10	707	2%	29%	i	41	-4%	-0.2%	nt	nt	9%
C=CCNc1cc(C(F)(F)F)nc(-c2ccccn2)n1	13%	nt	nt	-2%	0%	i	39	-3%	-0.1%	0.5	90	3%
CCN1CCN(C(=O)C2(NC(=O)Nc3ccccc3Cl)CCCCC2)CC1	3%	-6	737	2%	-6%	i	13	-3%	0.7%	-0.5	50	3%
Cc1c(OCc2nn[nH]n2)ccc2c3c(c(=O)oc12)CCC(C)C3 (stereo not given)	-12%	nt	nt	-5%	35%	i	41	-7%	0.3%	1.1	64	7%
Cc1cccc(N(C(=O)c2nsc(Cl)c2Cl)C(C(=O)NC2CCCC2)c2ccc(O)cc2)c1C (stereo not given)	6%	?	nt	13%	6%	i	7	-11%	0.2%	11	57	12%
COc1ccccc1OCC(=O)Nc1cccc(N(C)S(C)(=O)=O)c1	17%	-5	664	-8%	12%	i	18	-6%	-0.2%	-0.4	71	-1%
Cc1ccc(OCC(O)CNC2CCCC2)c(C)c1 (stereo not given)	1%	-5	802	12%	11%	i	45	-4%	0.3%	2.6	61	9%
O=C(Nc1nc2ccccc2s1)c1cccc(S(=O)(=O)N2CCc3ccccc32)c1	0%	0	634	-5%	21%	i	36	-5%	-0.1%	-1.7	51	9%
CCOc1ccc(NC(=O)CC(c2ccccc2)c2ccc(F)cc2)cc1 (stereo not given)	-7%	-12	470	-5%	7%	i	42	6%	-0.4%	-0.2	29	9%
Cc1cc(F)ccc1S(=O)(=O)Nc1ccccc1C(=O)NCc1cccnc1	18%	-19	652	-4%	0%	i	34	-3%	0.0%	2.0	54	-1%
CCN(CC)c1ccc(NC(=O)c2cccnc2)cc1	2%	-3	686	-10%	13µM*	i	58	-3%	-0.2%	0.6	49	?
Cc1cc(C)cc(N(C(=O)CNC(=O)c2cccs2)C(C(=O)NC2CCCC2)c2cccnc2)c1 (stereo not given)	-10%	nt	nt	23%	7%	i	21	4%	0.0%	-0.8	61	7%
C[C@]12CCC(=O)C=C1CC[C@@H]1[C@@H]2C(=O)C[C@@]2(C)[C@H]1CC[C@]2(O)C(=O)CO	-2%	-5	732	8%	1%	i	24	-4%	0.2%	0.3	55	10%
O=c1c2oc3ccccc3c2ncn1Cc1ccc(Cl)cc1	-20%	3	677	2%	22%	i	52	-9%	0.0%	1.5	44	2%
COc1ccc(S(=O)(=O)N[C@H](C(=O)O)C(C)C)cc1	17%	nt	nt	-14%	20%	i	52	-1%	1.0%	-0.3	41	8%
N#Cc1nc(COc2ccc(F)cc2)oc1N1CCC(Cc2ccccc2)CC1	25%	-26	674	-1%	2%	i	48	1%	-0.1%	4.6	101	1%
CCOc1ccc(NC(=O)c2nnn(CC(=O)Nc3ccccc3OCC)c2N)cc1	15%	-24	723	6%	19%	i	51	1%	-0.3%	0.9	45	-4%
COc1cc(N(C)C)c(NC(C)=O)cc1C(=O)O	2%	-35	737	-4%	2%	i	42	-2%	-0.1%	6.3	92	7%
Cc1nc(C)c(C(=O)C2=C(O)C(=O)N(CCN(C)C)C2c2ccccc2)s1 (stereo not given)	3%	7	760	-10%	6%	i	17	-4%	0.3%	0.0	47	14%
CC(=O)NC1=NN(C(C)=O)C(C)(c2ccc(C)o2)S1 (stereo not given)	9%	-1	707	1%	nt	i	50	-8%	-0.1%	0.9	39	3%
COc1ccccc1NC(=S)N1CCC(NC(=O)c2ccco2)CC1	10%	-1	595	2%	11%	i	42	-1%	-0.1%	3.0	28	7%
COc1ccc(CSCC(=O)N/N=C/c2ccc(OCC(=O)NCc3ccco3)cc2)cc1	16%	nt	nt	5%	21%	i	53	1%	-0.1%	2.5	47	10%
CC(O)Cc1cn([C@@H](CCCCN)C(=O)N2CCNCC2)nn1 (stereo not given in full)	9%	12	757	4%	2%	i	45	-4%	-0.1%	1.0	95	9%
O=C(NCc1cccnc1)c1ccc([N+](=O)[O-])cc1	5%	-10	699	-1%	10%	i	1	-4%	0.0%	0.3	28	7%
O=C(Nc1cc(Cl)cc(Cl)c1)C(c1ccccc1)N1CCCCC1 (stereo not given)	13%	-21	373	12%	3%	i	48	-10%	0.6%	5.2	46	-6%
COC(=O)c1c(NC(=O)C2CC(C)=C(C)CC2C(=O)O)sc2c1CCCCC2 (stereo not given)	-9%	36	692	2%	12%	i	8	1%	0.2%	0.2	54	-2%
CC(C)(C)C(=O)Nc1nnc(SCC(=O)Nc2nccs2)s1	-2%	-1	809	9%	9%	i	78	-12%	-0.2%	1.8	47	6%
Cc1cc(NC(=O)c2ccc3c(c2)C(=O)N(c2cccc(C)c2C)C3=O)no1	-11%	1	820	2%	15%	i	8	0%	-0.1%	2.8	53	11%
CCN(CC(=O)Nc1c(F)cccc1F)C(=O)c1cc(S(=O)(=O)N(C)C)ccc1N1CCCC1	nt	nt	nt	nt	1%	i	10	nt	nt	-0.4	63	1%
O=C1OCCN1c1c(-c2ccccc2)c(N2CCOCC2)nc2ccccc12	nt	nt	nt	nt	5%	i	20	nt	nt	-3.1	80	6%
